RAD52 inh = blocks human RAD52 DNA annealing; recombinant RAD52 DNA annealing, FRET fluorescence; inhibition, % at 18.7 µM; 360,000 tested, 0.46% active;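 active = every replicate showing at least 50% inhibition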
ERp5 block = blocks human ERp5 reductase activity on insulin; Q15084; ERp5 insulin aggregation, absorbance 650 nm, 90 min; inhibition, % at 9.99 µM; 350,000 tested, 0.05% active;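 active = mean replicate inhibition above about 25%, with every replicate also reaching it, limit read from the data, passing the limit was not always enough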
ARNT TACC3 PPI = disrupts binding between human ARNT and TACC3; 390,000 tested, 0.66% active; AlphaScreen His-ARNT PAS-B/GST-TACC3 binding, luminescence; TACC3 fragment carries E629A point mutation; inhibition, % at 9.99 µM; AID 623870;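 active = mean inhibition of replicates at least 50% and at least half of replicates each reaching 50%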;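 note: 0% = complete ARNT plus TACC3 wells and 100% = ARNT alone without TACC3; many hits fall short of the cut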
CASP6 VEID inh = blocks human caspase-6 cleavage activity. P55212. purified caspase-6, Z-VEID-R110 cleavage fluorescence. inhibition, % at 12.5 µM. 350,000 tested, 0.53% active;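 active = mean inhibition across replicates at least about 35%, with every replicate also reaching that limit, limit read from the data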;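 note: 0% = median of neutral control wells and 100% = no fluorescence left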
Target sequence (P55212 24-179 limits assumed): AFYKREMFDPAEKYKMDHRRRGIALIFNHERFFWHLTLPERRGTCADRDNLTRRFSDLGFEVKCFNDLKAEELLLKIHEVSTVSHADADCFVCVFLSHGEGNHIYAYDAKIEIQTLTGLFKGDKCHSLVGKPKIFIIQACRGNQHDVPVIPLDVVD
Target sequence (P55212 194-293 limits assumed): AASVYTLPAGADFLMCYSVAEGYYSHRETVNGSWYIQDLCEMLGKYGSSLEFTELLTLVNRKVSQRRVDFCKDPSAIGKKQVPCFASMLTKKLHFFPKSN
esBAF inh = inhibitors of esBAF chromatin remodeling in mouse ES cells; 350,000 tested, 2% active; reporter increase, % at 12.5 µM; Bmi1-luciferase knock-in reporter, 24 h; 100% = twice the neutral-well signal; in the data active = activation above about 40%;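 note: 0% = median of the plate's neutral control wells and 100% = double that signal; a rise in the Bmi1 reporter signal indicates esBAF inhibition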
RAD54 branch = RAD54 (human) branch migration inhibition. 360,000 tested, 0.14% active. RAD54 Holliday junction branch migration, FAM/BHQ fluorescence. inhibition, % at 10.4 µM. Q92698;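 active = mean normalized replicate activity at least 40 and at least half of replicates scoring 40 or more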;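 note: 0% = median of neutral control wells and 100% = median of positive control wells; inhibitors cause a drop in the FAM fluorescence signal; in these data hits start at about 50%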
E-sel inducer = E-selectin induction on HUVECs; P16581; HUVEC E-selectin immunofluorescence imaging; normalized: neutral wells 0, TNF-alpha wells 100; activation, % at 7.58 µM; 260,000 tested, 0.37% active; AID 686992;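 active = mean E-selectin-positive cell signal at least 10% of the positive control, reached in at least 60% of replicates, without over 20% cell loss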;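 note: in these data hits start at about 27%; measured in HUVEC primary endothelial cells; signal is the percent of cells scored E-selectin positive by PE staining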
Target sequence (P16581 whole entry, looked up): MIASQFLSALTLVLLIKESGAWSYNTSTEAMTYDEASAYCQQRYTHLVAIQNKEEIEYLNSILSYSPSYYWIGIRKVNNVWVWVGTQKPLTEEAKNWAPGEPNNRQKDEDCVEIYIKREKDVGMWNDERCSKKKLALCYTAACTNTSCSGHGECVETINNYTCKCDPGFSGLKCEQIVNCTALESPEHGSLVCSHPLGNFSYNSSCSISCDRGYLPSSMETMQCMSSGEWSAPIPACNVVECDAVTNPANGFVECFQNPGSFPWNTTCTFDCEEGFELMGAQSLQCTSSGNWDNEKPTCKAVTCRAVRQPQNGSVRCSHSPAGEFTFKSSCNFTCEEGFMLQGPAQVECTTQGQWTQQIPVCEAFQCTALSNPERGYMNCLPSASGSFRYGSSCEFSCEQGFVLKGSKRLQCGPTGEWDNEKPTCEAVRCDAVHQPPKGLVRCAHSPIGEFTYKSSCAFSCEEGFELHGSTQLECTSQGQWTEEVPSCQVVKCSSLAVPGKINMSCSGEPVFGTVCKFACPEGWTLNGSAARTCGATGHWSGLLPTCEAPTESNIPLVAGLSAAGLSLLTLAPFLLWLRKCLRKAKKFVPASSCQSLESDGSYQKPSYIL
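Read-out basis: % PE-positive cells; Test system: HUVEC primary endothelial cells; Technique: immunofluorescence imaging; Dosing: single-point compound dose.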
PglD inh = blocks C. jejuni PglD acetyltransferase activity; AID 602405; inhibition, % at 12.5 µM; 360,000 tested, 0.098% active; purified PglD enzyme, DTNB colorimetric CoA detection; in the data active = inhibition above about 16%, passing the limit was not always enough; note: strong numbers were not always called active
The depositor's hits bear a star; · = no result given.

Under each structure: ERp5 block, RAD54 branch, PglD inh, esBAF inh, CASP6 VEID inh, E-sel inducer, RAD52 inh, ARNT TACC3 PPI
(1) Cc1noc(C)c1S(=O)(=O)Nc1ccc2c(c1)CC(=O)N([C@@H](C)CO)C[C@H](C)[C@H](CN(C)C(=O)Nc1cccc3ccccc13)O2
 : 0, 5, 2, -2, 1, 23, -1, 3
(2) Cc1cccc(OCC(=O)NCC(C)(C)N2CCOCC2)c1
 : -6, 5, 7, 0, -6, ·, -9, ·
(3) O=C(COc1ccc(Br)cc1)NNC(=O)Cc1ccc(S(=O)(=O)N2CCOCC2)s1
 : -2, -8, 1, -4, 2, -0.4, -36, 0
(4) C/C(=N\NC(=O)c1ccc(-n2cnnn2)cc1)c1ccc(C)cc1
 : 0, -5, ·, -3, -1, ·, 5, -4
(5) C[C@@H]1CN([C@H](C)CO)C(=O)Cc2cc(NS(C)(=O)=O)ccc2O[C@@H]1CN(C)C(=O)Nc1cccc2ccccc12
 : -8, -1, 3, 2, 3, ·, -15, -18
(6) O=C(Nc1ccc(CN2CCOCC2)cc1)c1cc2ccccn2n1
 : 3, 0, 1, -60, -3, 0.1, -4, 2
(7) NC(=O)CC(NC(=O)Cc1ccc(Br)cc1)c1ccc(NCCOc2ccccc2)c([N+](=O)[O-])c1 (centres undefined)
 : -8, 3, -6, -7, -3, 0.1, -33, 0
(8) Cc1cc(SCCC(=O)O)nc2ccccc12
 : ·, -9, 9, -9, ·, ·, ·, -21
(9) COc1ccc(CNC(=O)c2cccnc2Sc2ccc(Cl)cc2)cc1
 : 1, 12, -4, -1, 0, ·, -5, -6
(10) O=C(C[n+]1cccc(Br)c1)c1ccccc1
 : 2, 1, -6, -3, -3, 0.0, -9, -5
(11) COCC(=O)N/N=C\c1cccc(OC)c1OC/C=C/c1ccccc1
 : -4, 15, 0, ·, -4, 0.1, -12, -20
(12) CCCN1Cc2cc(OC)ccc2-c2ccccc2S1(=O)=O
 : 2, -8, -1, -2, 1, -0.1, -9, 0
(13) COC(=O)CNC(=O)CN1c2cccc3cccc(c23)S1(=O)=O
 : ·, -8, 0, 1, ·, ·, ·, -2
(14) COc1cc(/C=C(\C#N)C(=O)Nc2ccccc2F)ccc1OCCN1CCOCC1
 : 4, -12, -3, ·, -1, ·, -44, 10
(15) O=C(c1ccccc1[N+](=O)[O-])n1cnc2ccccc21
 : -4, ·, ·, ·, -1, ·, -16, -2
(16) Fc1ccc(-c2nc3c4ccccc4ccn3c2Cc2ccccc2)cc1
 : -4, -3, 1, -3, -1, 17, -41, ·
(17) COCCN(Cc1nc(C2(c3ccc(C)cc3)CCCC2)no1)C(C)C
 : 1, -6, -3, 5, -1, -3.6, -27, 1
(18) Cc1ccc(Oc2cc(N3CCOCC3)nc(-c3ccccc3)n2)cc1
 : ·, -8, 5, -6, ·, ·, ·, 12
(19) CCCN1C[C@H](C)[C@H](OC)CN(C)C(=O)c2ccc(NC(=O)Nc3c(C)noc3C)cc2OC[C@@H]1C
 : -3, 8, 0, -1, -6, -0.2, -10, -17
(20) O=C1CC(c2cccc([N+](=O)[O-])c2)c2cc3c(cc2N1)CCC3 (centres undefined)
 : -1, 8, -1, -5, 2, ·, -15, -3
(21) O=C(CN1CCCCC1)NCC1(c2ccccc2)CCCC1
 : -1, ·, ·, ·, -13, 0.6, -10, -4
(22) CC1(C)CC(=O)c2cc(C(=O)NNc3ccccc3)c(=O)n(-c3ccccc3)c2C1
 : -3, ·, ·, ·, -8, 0.5, -5, -2
(23) Cc1nnc(SCC(=O)Nc2ccc(N3CCOCC3)cc2)o1
 : ·, -4, -3, 3, ·, ·, ·, -10
(24) CCN(C[C@@H]1[C@@H](c2ccccc2)[C@H](CO)N1C(C)=O)C(=O)NC(C)C
 : 2, -5, 1, 1, 0, 0.7, -1, 0
(25) COC(=O)[C@@H]1[C@@H](CO)[C@@H]2Cn3c(ccc(-c4ccccc4OC)c3=O)[C@@H]2N1C(=O)c1cccnc1
 : 6, -7, 3, -1, 1, 0.5, -2, -12
(26) COC(=O)c1ccc(COc2ccccc2/C=N/NC(N)=O)o1
 : 1, 6, -3, ·, 2, 0.0, -6, ·
(27) COc1cccc(NC(=O)Cc2ccc3ccccc3c2)c1
 : -4, 2, 0, 1, -2, ·, -11, 22
(28) O=C(C[C@@H]1C=C[C@@H](NC(=O)C2CCOCC2)[C@@H](CO)O1)NCc1ccncc1
 : 3, 0, -1, 5, 0, -0.1, -5, 6
(29) CCOc1ccc(Cl)cc1S(=O)(=O)n1nnc2ccccc21
 : -1, 1, 7, -6, -4, ·, 0, ·
(30) C[C@H]1CN([C@@H](C)CO)C(=O)c2cccc(NC(=O)c3cnccn3)c2O[C@@H]1CN(C)S(=O)(=O)c1cccs1
 : 3, 4, -3, 8, 0, 0.0, -15, 4
(31) COc1cccc(C(=O)C2CCCN(Cc3cccc(-n4nc(C)cc4C)c3)C2)c1 (centres undefined)
 : 1, ·, ·, ·, 0, 0.1, -17, 1
(32) COc1cc(C=c2c3ccccc3n3c2cc(-c2ccccc2)[n+]3C)cc(OC)c1OC
 : -1, ·, ·, ·, 96*, 139*, -5, 26
(33) Cc1ccc(-c2noc(CSc3nnc(CCc4ccccc4)n3-c3ccccc3)n2)cc1
 : 4, ·, ·, -10, -2, ·, -21, 10
(34) CCN1CCN(S(=O)(=O)c2ccc(OC)c(NC(=O)c3ccccc3)c2)CC1
 : 1, 6, 3, -9, -1, -0.1, -1, 0
(35) Cc1ccc(OC(=O)N(C)C[C@H]2OCc3ccccc3-c3ccccc3C(=O)N([C@H](C)CO)C[C@@H]2C)cc1
 : -2, 8, 0, 1, 1, 0.1, 5, 4
(36) COc1ccc(-c2cc(C(F)(F)F)n3nc(C(=O)N(C)Cc4ccccc4)cc3n2)cc1OC
 : 2, ·, ·, ·, 1, ·, -11, -19
(37) O=C(NC1CCCCCC1)C1c2ccccc2C(=O)N1C1CC1 (centres undefined)
 : -6, 5, 3, -8, -3, ·, -6, -8
(38) O=C(Nn1c(=O)[nH]c2ccccc2c1=O)c1ccco1
 : ·, -2, -1, -6, ·, ·, ·, -8
(39) O=C(NC1CCCCC1)c1cc(-c2ccc(Cl)cc2)on1
 : 0, 3, -1, 49*, 1, ·, 2, -7
(40) N/C(=N\OC(=O)c1ccc2ccccc2c1)c1cccc([N+](=O)[O-])c1
 : ·, 5, 6, 27, ·, ·, ·, -6
(41) CC(C)[C@H](NC(=O)Nc1ccc(S(N)(=O)=O)cc1)C(=O)O
 : ·, 0, 0, 0, ·, ·, ·, -8
(42) CCOc1ccc(/C=C/C(=O)N(CC)CC(=O)Nc2c(F)cccc2F)cc1OC
 : 5, -3, -1, -1, 1, -0.2, 3, ·
(43) CN1C(=O)C(CC#N)(C2(CC#N)C(=O)N(C)c3ccccc32)c2ccccc21 (centres undefined)
 : -4, -5, 5, -4, 0, 0.7, -7, 2
(44) C[C@@H]1CN([C@@H](C)CO)C(=O)c2ccccc2-c2ccccc2CO[C@@H]1CN(C)Cc1ccncc1
 : -13, -1, 2, 5, -4, 0.1, 7, -6
(45) CCn1ccnc1CN1CCC(n2nccc2NC(=O)c2ccccc2OC)CC1
 : 3, 9, -1, -5, -5, 0.0, -11, 2

One compound at a time (already shown):
`Cc1ccc(OC(=O)N(C)C[C@H]2OCc3ccccc3-c3ccccc3C(=O)N([C@H](C)CO)C[C@@H]2C)cc1` is entered as ERp5 block = -2; RAD54 branch = 8; PglD inh = 0; esBAF inh = 1; CASP6 VEID inh = 1; E-sel inducer = 0.1; RAD52 inh = 5; ARNT TACC3 PPI = 4
`CCOc1ccc(/C=C/C(=O)N(CC)CC(=O)Nc2c(F)cccc2F)cc1OC` is entered as ERp5 block = 5; RAD54 branch = -3; PglD inh = -1; esBAF inh = -1; CASP6 VEID inh = 1; E-sel inducer = -0.2; RAD52 inh = 3; ARNT TACC3 PPI = ·
`CC(C)[C@H](NC(=O)Nc1ccc(S(N)(=O)=O)cc1)C(=O)O` is entered as ERp5 block = ·; RAD54 branch = 0; PglD inh = 0; esBAF inh = 0; CASP6 VEID inh = ·; E-sel inducer = ·; RAD52 inh = ·; ARNT TACC3 PPI = -8

3 entries already listed, ordered by number of heavy atoms, lowest first.
Under each structure: ERp5 block, RAD54 branch, PglD inh, esBAF inh, CASP6 VEID inh, E-sel inducer, RAD52 inh, ARNT TACC3 PPI
(39) O=C(NC1CCCCC1)c1cc(-c2ccc(Cl)cc2)on1
 : 0, 3, -1, 49*, 1, ·, 2, -7
(37) O=C(NC1CCCCCC1)C1c2ccccc2C(=O)N1C1CC1 (centres undefined)
 : -6, 5, 3, -8, -3, ·, -6, -8
(33) Cc1ccc(-c2noc(CSc3nnc(CCc4ccccc4)n3-c3ccccc3)n2)cc1
 : 4, ·, ·, -10, -2, ·, -21, 10

The list continues:
Under each structure: ERp5 block, RAD54 branch, PglD inh, esBAF inh, CASP6 VEID inh, E-sel inducer, RAD52 inh, ARNT TACC3 PPI
(46) CC(C)NC(=O)Nc1ccc2c(c1)C(=O)N([C@H](C)CO)C[C@H](C)[C@@H](CN(C)Cc1ccc(Cl)c(Cl)c1)O2
 : 3, 4, -2, 2, 1, 1.9, 1, -10
(47) COc1ccc(NC(=O)Nc2ccc3c(c2)C(=O)N([C@@H](C)CO)C[C@H](C)[C@H](CN(C)CC2CCCCC2)OCCCC[C@H](C)O3)cc1
 : 2, 5, 0, -3, -1, 0.7, 1, 13
(48) Cc1ccsc1C(=O)C1CCCN(Cc2cc(F)ccc2-n2cccn2)C1 (centres undefined)
 : 4, ·, ·, ·, -2, -3.7, -29, ·
(49) C[C@H](CO)N1C[C@H](C)[C@@H](CN(C)C(=O)c2ccc3c(c2)OCO3)Oc2ncc(/C=C/c3ccccc3)cc2C1=O
 : -3, 22, -2, 6, -2, -0.1, -6, 15
(50) O=C(CN1C(=O)/C(=C\c2cccs2)SC1=S)Nc1cccc(C(=O)O)c1
 : 2, -2, -10, ·, 4, -0.5, -15, 57*
(51) C/C=C/c1ccc([C@@H]2[C@H](CO)N(C(=O)C3CCC3)C23CN(C(=O)NC(C)C)C3)cc1
 : -5, ·, ·, ·, -1, -0.2, -10, ·
(52) CCn1c(Cc2ccc(OC)cc2)nnc1SCC(=O)N1CCN(c2ccccc2)CC1
 : ·, 3, 3, 6, ·, ·, ·, 12
(53) C#CCOCCOCCOCCNc1nc(N2CCOCC2)nc(N2CCN(C(=O)[C@H](Cc3cc4ccccc4[nH]3)n3cc([C@@H](N)CC(C)C)nn3)CC2)n1
 : ·, 4, -7, 10, ·, ·, ·, -7
(54) COc1ccc(C(=O)c2ccccc2O)c(O)c1
 : 2, -5, -4, 15, 2, -0.1, -13, 4
(55) CCOC(=O)N1CCN(C(=O)C2CCN(c3nnc(-n4cccc4)s3)CC2)CC1
 : 4, -3, -1, 6, -1, -0.3, -10, ·
(56) COc1cccc(C(=O)N2C[C@@H]3[C@H](c4ccccc42)[C@H](CO)N3C(=O)c2ccccc2)c1
 : 1, -6, -5, -2, 0, 0.7, -3, 4
(57) O=C(CSc1nnc(Nc2ccccc2)s1)Nc1cccc(S(=O)(=O)N2CCCCC2)c1
 : 11, -1, 6, ·, 1, ·, -15, -16
(58) N#CCC(=O)c1sccc1-n1cccc1
 : -7, -24, 3, ·, 19, ·, -124, 7
(59) CC(C)NC(=O)N(C)C[C@H]1Oc2ccc(N(C)C)cc2C(=O)N([C@H](C)CO)C[C@@H]1C
 : -1, 3, -3, 0, 3, ·, 6, -5
(60) CN(C)C(=O)c1cccc(-c2ccc([C@H]3[C@@H](CO)N4C(=O)CN(C(=O)CC5CC5)C[C@@H]34)cc2)c1
 : -1, ·, ·, ·, 0, 0.4, -2, ·
(61) CN1C(=O)c2cc(NC(=O)c3ccc(F)c(F)c3)ccc2OC[C@H]2O[C@@H](CC(=O)N3CCCCC3)CC[C@H]21
 : 4, -1, 1, 4, -1, -0.2, -6, 0
(62) O=C(O)c1ccc(N2CCCCC2)cc1
 : 3, -9, 7, 11, 0, ·, -1, 3
(63) O=C(CCNS(=O)(=O)c1ccc(Cl)cc1)N1CCN(c2ncccn2)CC1
 : 8, -8, 0, 2, -2, -0.1, -11, 2
(64) O=C(CCC(=O)N1CCOc2ccccc21)NCCCc1ccccc1
 : 0, -4, 3, -2, 0, 1.7, -7, 1

High-throughput results from PubChem BioAssay.
